TAAR1 antagonist: human TAAR1 antagonism | Q96RJ0 | CHO RD-HGA16 TAAR1, Fluo-8 calcium fluorescence, antagonist | inhibition, % at 3 µM | 360,000 tested, 1.5% active | AID 624466;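 active means inhibition above a per-plate cutoff, the mean inhibition of test compounds on that plate plus 3 SD, cut at about 49% in these data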;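 further: 0% = DMSO plus EC80 beta-PEA response and 100% = DMSO alone without agonist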
Target sequence (Q96RJ0 whole entry, looked up): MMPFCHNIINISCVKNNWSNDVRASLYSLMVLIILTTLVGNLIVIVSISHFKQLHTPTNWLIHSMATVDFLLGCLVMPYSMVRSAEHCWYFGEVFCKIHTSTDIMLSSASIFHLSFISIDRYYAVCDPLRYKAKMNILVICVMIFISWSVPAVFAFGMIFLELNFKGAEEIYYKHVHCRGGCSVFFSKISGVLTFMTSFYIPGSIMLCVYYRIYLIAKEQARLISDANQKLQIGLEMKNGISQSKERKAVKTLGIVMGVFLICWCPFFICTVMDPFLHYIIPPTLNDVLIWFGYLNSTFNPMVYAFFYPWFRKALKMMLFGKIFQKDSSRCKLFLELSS
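Material: CHO RD-HGA16 cells bearing hTAAR1; compound dosing: one-point dosing, 3 µM nominal final; schedule: dye loading 75 min at 37 °C, then 30 min room temperature; measured by: calcium fluorescence with Fluo-8; control set: vehicle and agonist controls; replication: n of 1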
TAAR1 agonist: agonists of human TAAR1. CHO RD-HGA16 TAAR1, Fluo-8 calcium fluorescence; vehicle wells 0%, saturating PEA agonist 100%. activation, % at 3 µM. 360,000 tested, 0.99% active. Q96RJ0;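 active means activation above the mean activation of all test compounds in the run plus 3 SD, cut at about 38% in these data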
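Benchmarks: low control DMSO, high control PEA (EC100); System: CHO RD-HGA16 cells carrying human TAAR1 plus Gα16; Detection: Fluo-8 fluorescence, 5 s baseline then 140 s kinetic read; Schedule: 17-24 h plating, Fluo-8 75 min 37 °C, 30 min RT; Read-out basis: % activation from peak over basal fluorescence ratio, DMSO-to-PEA scaled.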
OXTR potentiator: human OXTR potentiation; P30559; CHO-OTR cells, Fluo-8 calcium fluorescence, potentiator mode; 0% = oxytocin EC15, 100% = EC100; activation, % at 3 µM; 320,000 tested, 0.061% active;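 active means activation above that plate's cutoff, the mean activation of tested compounds plus 3 SD, cut at about 6.6% in these data, passing the limit was not always enough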;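 further: 100% uses oxytocin at 75 nM as the full agonist control; some results filed as inactive read as strong as hits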
Target sequence (P30559 whole entry, looked up): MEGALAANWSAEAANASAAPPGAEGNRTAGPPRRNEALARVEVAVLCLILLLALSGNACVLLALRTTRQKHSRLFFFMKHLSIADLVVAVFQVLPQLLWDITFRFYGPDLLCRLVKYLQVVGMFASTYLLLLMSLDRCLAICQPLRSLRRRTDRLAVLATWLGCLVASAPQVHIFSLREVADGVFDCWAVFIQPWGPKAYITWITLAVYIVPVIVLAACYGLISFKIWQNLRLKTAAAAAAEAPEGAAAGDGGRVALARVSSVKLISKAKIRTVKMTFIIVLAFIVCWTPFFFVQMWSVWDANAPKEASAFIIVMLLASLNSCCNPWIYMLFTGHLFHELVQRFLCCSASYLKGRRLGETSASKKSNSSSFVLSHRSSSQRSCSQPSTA
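Assay system: CHO-OTR cells, human receptor / Also added: oxytocin at about EC15, sub-maximal agonist stimulus / Dosing: single dose, 3.0 µM nominal final compound concentration / Incubation: 6 min pre-incubation, 100 s read / Technique: Fluo-8 calcium dye fluorescence / Read-out: % activation vs EC15 and EC100 oxytocin / Benchmarks: EC15 oxytocin low, 75 nM oxytocin high / Replicates: singlicate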
CHO parental Ca: signal in parental CHO cells, OX1R antagonist counter-screen; 330,000 tested, 0.63% active; inhibition, % at 5.6 µM; parental CHO-K1, ATP-induced calcium, Fluo-8 fluorescence; AID 463079;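 active means inhibition above that plate's mean sample inhibition plus 3 SD, cut at about 26% in these data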;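 further: 0% = ATP-challenged DMSO wells and 100% = DMSO wells without ATP; some compounds past the cut are filed as inactive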
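Test system: parental CHO cells; detection: calcium-sensitive Fluo-8 fluorescence; evaluation: percent inhibition of calcium signal; also added: ATP as calcium-mobilizing challenge; repeats: one well per compound; control set: ATP-challenged DMSO wells low, unchallenged DMSO wells high; compound: single nominal dose of 5.6 µM per compound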
* = called active by the depositor; / = not tested or not shown; & = joins results of further samples.

Values run as follows: TAAR1 antagonist | TAAR1 agonist | OXTR potentiator | CHO parental Ca
[1] O=C(CN1C(=O)NC(c2ccccc2)(c2ccccc2)C1=O)c1c[nH]c2ccccc12
  / | / | -6.0 | -4.5
[2] O=C(Nc1cccc(Br)c1)c1ccc(OC2CSC2)cc1
  / | / | -11.8 | -17.9
[3] COc1cc2c(cc1O)[C@H](Cc1ccc(Oc3cc(C[C@@H]4NCCc5cc(OC)c(O)cc54)ccc3O)cc1)NCC2
  / | / | -8.9 | -17.1
[4] CCC[C@H]1COCCS(=O)(=O)N1Cc1ccc(Br)cc1
  / | / | -8.5 | -8.6
[5] CS(=O)(=O)C1=NSC2=NC(=O)/C(=C\c3ccc(-c4ccccc4)o3)C(=N)N21
  / | / | 1.6 | 0.7
[6] CCOC(=O)c1cc2c(ccn2-c2ccc(F)cc2)n1CC(=O)NC(C)(C)C
  / | / | -11.9 | -11.7
[7] CC1=CCC(/C=N\Nc2nnc3c(n2)[nH]c2ccccc23)CC1 (stereo not drawn)
  / | / | -3.8 | -6.3
[8] O=C(/C=C/c1ccccc1)NC1CCCc2ccccc21 (stereo not drawn)
  / | / | 6.7 | -14.6
[9] CCC1=NNc2cccc3c(OC)ccc1c23
  / | / | -3.7 | -10.4
[10] CCOC(=O)c1c(C)[nH]c(C(=O)NCc2ccco2)c1C
  / | / | 4.1 | -5.3
[11] CCOC(=O)c1cc2c(=O)n3ccccc3nc2n(CCCOC)c1=NC(=O)c1cccnc1
  / | / | -15.7 | 0.1
[12] CCN(CC)CCCNCC(=O)Nc1ccc(OC)c(Cl)c1
  / | / | -1.1 | -13.7
[13] CCOC(=O)c1c(NC(=O)COc2cccc3c2CCN(Cc2ccc(F)cc2)C3=O)sc2c1CCC2
  / | / | -8.1 | -18.7
[14] COc1ccc(-c2nn(C)c(=O)c3ccccc23)cc1CNC(=O)NC1CCCCC1
  / | / | -15.0 | -19.7
[15] Cc1nccn1CC(=O)N/N=C/c1ccc(O)c(O)c1
  / | / | -10.5 | -11.5

(cont.)
Values run as follows: TAAR1 antagonist | TAAR1 agonist | OXTR potentiator | CHO parental Ca
[16] O=C1N=C(C=c2ccc(=Cc3[nH]c(=O)[nH]c3O)cc2)C(=O)N1
  / | / | -6.0 | -14.4
[17] CC1CCN(c2nc3ccccc3nc2N2CCC(C)CC2)CC1
  / | / | -11.6 | -6.2
[18] COc1ccc(C2=NC(c3ccccc3)CO2)cc1 (stereo not drawn)
  / | / | -5.0 | -12.8
[19] CCCN(CCC)c1nc(C)cc(C(C#N)c2nc3ccccc3o2)n1 (stereo not drawn)
  / | / | -0.4 | -11.6
[20] Fc1ccc(-n2nnc(-c3ncc[nH]3)n2)cc1
  / | / | -0.8 | 4.2
[21] CCNc1nc(NC(C)C)nc(ON=C(C)C)n1
  / | / | 0.1 | 8.4
[22] CC(=O)Nc1ccc([C@H]2[C@H](C)CC[C@H]3C(=O)N4[C@@H](CC[C@@H](C)[C@@H]4c4ccc(NC(C)=O)cc4)C(=O)N32)cc1
  / | / | -14.1 | -4.3
[23] Cc1ccc(C2c3c(oc4ccc(Cl)cc4c3=O)C(=O)N2CCCN2CCOCC2)o1 (stereo not drawn)
  / | / | -4.8 | -7.2
[24] COc1ccc(-c2cc(C(F)(F)F)c(C#N)c(SCC(=O)O)n2)cc1OC
  / | / | -5.3 | -0.3
[25] Brc1ccccc1OCCCCCN1CCCC1
  / | / | -5.9 | 0.6
[26] COc1ccc(C2=NN(c3ccc(C=O)cc3)C(c3ccccc3)C2)cc1 (stereo not drawn)
  / | / | -10.7 | -21.4
[27] CCOCC(=O)Nc1cc(C(=O)NCCC(C)C)ccc1Cl
  / | / | -13.1 | -12.6
[28] COc1ccc(NS(=O)(=O)c2ccc(N3CCCC3)c(NC(=S)Nc3cccc(S(=O)(=O)N(C)C)c3)c2)cc1
  / | / | -8.2 | -14.5
[29] CC1(OC(=O)c2cccs2)C(=O)C=C2C=C(c3ccc(C#N)cc3)OC=C2C1=O (stereo not drawn)
  / | / | -2.7 | -3.7
[30] CC1(C)O[C@@H]2[C@@H](CO[C@@]3(COS(N)(=O)=O)OC(C)(C)O[C@@H]23)O1
  / | / | -2.2 | 3.5

Remaining list, next part.
Values run as follows: TAAR1 antagonist | TAAR1 agonist | OXTR potentiator | CHO parental Ca
[31] O=C1CC(NCCC2=CCCCC2)C(=O)N1c1cccc(Cl)c1Cl (stereo not drawn)
  / | / | -1.9 | -13.7
[32] Cc1c(Cl)ccc2c(C(=O)NC(C)c3ccncc3)cc(-c3ccncc3)nc12 (stereo not drawn)
  / | / | -14.7 | -11.8
[33] CCOC(=O)c1c(NC(=O)CSc2nnc(C)c(=O)[nH]2)sc(C)c1C
  / | / | -2.5 | -4.7
[34] COC(=O)/C=C/C(=O)N1CCN(c2cccc(Cl)c2)CC1
  / | / | -4.9 | -5.2
[35] O=C1/C(=C\c2ccco2)SC(=S)N1C1CCCCC1
  / | / | -6.5 | -5.0
[36] COc1ccc(N2CCN(CCNC(=O)CCS(=O)(=O)c3cccc4nsnc34)CC2)cc1
  / | / | -4.2 | -6.2
[37] Cc1ccc(-n2c(C)cc(/C=c3/sc4nc5ccccc5n4c3=O)c2C)cc1
  / | / | -0.6 | -19.8
[38] CC1=NN(c2ccccc2)C(=O)/C1=C/c1c(C)[nH]n(-c2ccc(C)cc2)c1=O
  / | / | 1.3 | -14.7
[39] COc1ccc(-n2c(=S)[nH]c3sc4c(c3c2=O)CCN(C)C4)cc1
  / | / | -2.0 | -4.7
[40] CCOC(=O)c1cc(NC(=O)COC)ccc1O
  / | / | -3.5 | -12.8
[41] COc1ccc(C)c2sc(NNC(=O)COc3ccccc3)nc12
  / | / | -10.1 | -10.5
[42] Cc1ccc2oc(-c3cccc(NC(=O)Cn4cnc5c(=O)n(C)c(=O)n(C)c54)c3)nc2c1
  / | / | -7.8 | -22.0
[43] CCc1cc2c(nc1CC)CCCN2C
  -3.2 | 4.0 | / | /
[44] Cc1ccc(S(=O)(=O)N[C@H](CO)C(C)C)cc1
  -9.2 | 0.3 | / | /
[45] CCOC(=O)C1=CC[C@@H](c2ccccc2)C(C#N)(C#N)[C@H]1/C=C/c1ccccc1
  41.2 | 0.0 | / | /

Following part
Values run as follows: TAAR1 antagonist | TAAR1 agonist | OXTR potentiator | CHO parental Ca
[46] CC1CCN(C(=O)c2ncn3c2C(=O)NC[C@H]3C)CC1
  -10.0 | 0.7 | / | /
[47] COC(=O)[C@@]12C[C@@H](CC(=O)N3CCSCC3)C(=O)N(Cc3ccccc3)C1=CCC(C)(C)C2
  -5.0 | -1.4 | / | /
[48] Nc1[nH]c(C(=O)c2ccc(Cl)cc2)c(-c2ccc(Br)cc2)c1C(=O)NCCc1c[nH]c2ccccc12
  -23.0 | 2.6 | / | /
[49] CCOC(=O)C1=CCN(S(=O)(=O)c2ccc(F)cc2)C1c1ccc(Cl)c(Cl)c1 (stereo not drawn)
  9.6 | -0.8 | / | /
[50] CCOC(=O)N1CCN(C(=O)C[C@@H]2C[C@@]3(C(=O)OCC)CCCC=C3N(CCC3=CCCCC3)C2=O)CC1
  -31.2 | -0.4 | / | /
[51] CCOc1ccccc1CN1[C@@H](c2ccc(OC)cc2)CC(C(=O)OC)(C(=O)OC)[C@H]1c1ccccc1
  -8.1 | 2.8 | / | /
[52] CC(=O)N1CCC(C(=O)N2c3ccccc3N=C(c3ccc(C(F)(F)F)cc3)C2C(=O)NC2CCCC2)CC1 (stereo not drawn)
  -17.2 | -0.2 | / | /
[53] Cc1c(-c2ccccc2)nnn1-c1ccc(F)c(Cl)c1
  -15.4 | 0.8 | / | /
[54] COC(=O)C1=C(C)N(Cc2ccc(C(F)(F)F)cc2)C(=NCc2ccc(C(F)(F)F)cc2)NC1c1cccc(C(F)(F)F)c1 (stereo not drawn)
  -2.3 | 13.1 | / | /
[55] Cc1cc(O)cc(=O)n1-c1cccc(C(F)(F)F)c1
  -23.5 | 7.2 | / | /
[56] O=C(NCc1ccccc1)C(C1CC1)n1c(-c2cccs2)nc2ccccc21 (stereo not drawn)
  -12.4 | -0.2 | / | /
[57] CCOC(=O)C1=CCN(S(=O)(=O)c2cccc(Cl)c2)C1c1cccc(Cl)c1 (stereo not drawn)
  36.9 | 2.4 | / | /
[58] C=CCn1c(C(C)n2c(-c3cnccn3)nc3ccccc32)nc2ccccc21 (stereo not drawn)
  -1.6 | 2.6 | / | /
[59] CCCCNC(=O)c1nc(-c2cccs2)oc1-c1ccc(Cl)cc1
  -28.8 | 5.4 | / | /
[60] O=C(N[C@@H](Cc1cccnc1)C(=O)N1CCC[C@H]1C(=O)NCc1ccccc1)c1ccc(Cl)c(Cl)c1
  -1.7 | -0.6 | / | /

Additional entries:
Values run as follows: TAAR1 antagonist | TAAR1 agonist | OXTR potentiator | CHO parental Ca
[61] CN(C)Cc1ccccc1
  -13.4 | 1.6 | / | /
[62] CCCCCCCCN1C(=O)[C@H](CC(=O)NCc2ccccc2)C[C@@]2(C(=O)OC)CC(C)(C)CC=C12
  -18.8 | -0.9 | / | /
[63] COC(=O)C1=C(C)N(Cc2cccc(C(F)(F)F)c2)C(=NCc2ccc(C(F)(F)F)cc2)NC1c1cccc(C(F)(F)F)c1 (stereo not drawn)
  18.8 | 7.6 | / | /
[64] C=CCN1[C@@H](C)[C@H](c2ccccc2)Oc2cccc(NCCc3ccccc3)c2S1(=O)=O
  35.8 | 97.3* | / | /
[65] COC(=O)C1=C(C)N(C)C(=NCc2cc(OC)c(OC)c(OC)c2)NC1c1ccc(C(F)(F)F)cc1 (stereo not drawn)
  -25.2 | 3.1 | / | /
[66] COc1cccc(C(CC2=CCCCC2)NC(=O)C(F)(F)F)c1 (stereo not drawn)
  2.1 | 2.0 | / | /
[67] COc1ccc(-c2ccc3c(n2)CCCN3S(=O)(=O)c2cccs2)cc1
  80.5* | 12.6 | / | /
[68] O=C(C(=O)N1CCN(C/C=C/c2ccccc2)CC1)c1ccccc1
  -10.1 | 2.7 | / | /
[69] CN1CCCCC(NC(=O)c2cccc([N+](=O)[O-])c2)C1=O (stereo not drawn)
  -14.0 | 0.8 | / | /
[70] COC(=O)C1(C(=O)OC)C[C@H](/C=C/c2ccccc2)N(Cc2ccccc2OC)[C@@H]1c1cccs1
  -21.4&-5.5 | 2.7&-0.5 | / | /
[71] COc1cc(NC(=O)[C@@H](Cc2ccccc2)NC(=O)[C@H]2O[C@@H](n3ccc(N)nc3=O)[C@H](O)[C@@H]2O)cc(OC)c1OC
  -11.6 | 2.1 | / | /
[72] COC(=O)C1=C(C)N(Cc2ccc(F)cc2)C(=S)NC1c1cccc(Cl)c1 (stereo not drawn)
  64.3* | -0.9 | / | /

Compounds above containing a thiophene ring, fused or not:
Values run as follows: TAAR1 antagonist | TAAR1 agonist | OXTR potentiator | CHO parental Ca
[13] CCOC(=O)c1c(NC(=O)COc2cccc3c2CCN(Cc2ccc(F)cc2)C3=O)sc2c1CCC2
  / | / | -8.1 | -18.7
[29] CC1(OC(=O)c2cccs2)C(=O)C=C2C=C(c3ccc(C#N)cc3)OC=C2C1=O (stereo not drawn)
  / | / | -2.7 | -3.7
[33] CCOC(=O)c1c(NC(=O)CSc2nnc(C)c(=O)[nH]2)sc(C)c1C
  / | / | -2.5 | -4.7
[39] COc1ccc(-n2c(=S)[nH]c3sc4c(c3c2=O)CCN(C)C4)cc1
  / | / | -2.0 | -4.7
[56] O=C(NCc1ccccc1)C(C1CC1)n1c(-c2cccs2)nc2ccccc21 (stereo not drawn)
  -12.4 | -0.2 | / | /
[59] CCCCNC(=O)c1nc(-c2cccs2)oc1-c1ccc(Cl)cc1
  -28.8 | 5.4 | / | /
[67] COc1ccc(-c2ccc3c(n2)CCCN3S(=O)(=O)c2cccs2)cc1
  80.5* | 12.6 | / | /
[70] COC(=O)C1(C(=O)OC)C[C@H](/C=C/c2ccccc2)N(Cc2ccccc2OC)[C@@H]1c1cccs1
  -21.4&-5.5 | 2.7&-0.5 | / | /

This is a subset (hit frequency here may not be typical).
